CXCR6 inh = CXCR6 receptor inhibitors, primary screen, cell-based, beta-arrestin, luminescence, CHO-K1 PathHunter, 1536-well; C-X-C chemokine receptor type 6 (Homo sapiens), O00574; inhibition, % at 20 µM; 360,000 tested, 0.36% active; in the data active means inhibition above about 34%, passing the limit was not always enough;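 further: antagonist mode with CXCL16 agonist at 10 nM final; 0% = 10 nM CXCL16 with DMSO and 100% = unstimulated wells without agonist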
EBI2 antag = EBI2 receptor antagonists, beta-arrestin recruitment, primary screen, cell-based, luminescence, 7a,25-OHC stimulation, uHTS. 360,000 tested, 0.81% active. G-protein coupled receptor 183 (Homo sapiens), P32249. 7a,25-OHC stimulated. inhibition, % at 5 µM; in the data active means inhibition above about 38%;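 further: enzyme fragment complementation signal reports receptor beta-arrestin coupling in cells; 0% = agonist plus DMSO wells and 100% = wells without agonist; some results beyond the cut were filed as inactive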
Target sequence (P32249 whole entry, looked up, the tested form may be a part): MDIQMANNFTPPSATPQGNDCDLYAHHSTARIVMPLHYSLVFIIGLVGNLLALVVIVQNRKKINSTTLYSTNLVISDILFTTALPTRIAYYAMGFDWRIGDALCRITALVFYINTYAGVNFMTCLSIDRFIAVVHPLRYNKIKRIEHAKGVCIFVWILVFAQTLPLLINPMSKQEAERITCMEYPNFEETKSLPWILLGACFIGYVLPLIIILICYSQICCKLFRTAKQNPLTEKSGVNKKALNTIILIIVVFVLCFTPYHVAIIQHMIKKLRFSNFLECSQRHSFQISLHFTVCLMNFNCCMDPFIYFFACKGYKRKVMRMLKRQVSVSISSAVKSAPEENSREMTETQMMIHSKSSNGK
Gli-Sufu antag = Gli-Sufu pathway antagonists, primary screen, luciferase luminescence, Sufu-KO-LIGHT cells, uHTS; inhibition, % at 5 µM; Sufu-KO-LIGHT fibroblasts, Gli luciferase reporter luminescence; 340,000 tested, 0.74% active;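 active means inhibition above about 55%, limit read from the data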;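 further: 0% = DMSO-treated cells and 100% = wells with medium but no cells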
NR3A LBD binder = binders of NR3A ligand-binding domain, primary screen, biophysical, differential scanning fluorimetry, uHTS; Glutamate receptor ionotropic, NMDA 3A (GRIN3A) ligand-binding domain; NR3A LBD differential scanning fluorimetry, Tm shift; 0% = protein alone, 100% = glycine-bound protein; Tm shift relative to glycine control, % at 25 µM; 340,000 tested, 2.5% active;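 active means melting temperature shift of at least 10% of the positive control shift, at one fixed dose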
APOBEC3G inh = APOBEC3G DNA deaminase inhibitors, primary screen, biochemical, fluorescence, single-stranded DNA substrate, uHTS; DNA dC->dU-editing enzyme APOBEC-3G (Homo sapiens), Q9HC16; recombinant A3G, ssDNA deamination FAM/TAMRA fluorescence; AID 493012, 2011; inhibition, % at 20 µM; 330,000 tested, 0.28% active;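 active means inhibition of at least 40% at 20 µM, with no more than 30% in the related APOBEC3A deaminase screen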;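 further: plate controls were DMSO wells with A3G for no effect and wells lacking A3G enzyme for full effect; some compounds called inactive have numbers as strong as hits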
CCR6 antagonist = CCR6 receptor antagonists, primary screen, cell-based, CHO-K1, luminescence, beta-arrestin, uHTS; C-C chemokine receptor type 6 (Homo sapiens), P51684; CHO-K1 CCR6 PathHunter beta-arrestin, CCL20-stimulated; inhibition, % at 20 µM; 340,000 tested, 0.49% active; AID 493098, 2011;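 active means compounds whose inhibition of the agonist-driven luminescence signal at 20 µM reaches about 50%, limit read from the data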;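 further: cells stimulated with CCL20 at 14 nM final; plate controls were DMSO with CCL20 for no effect and DMSO without agonist for full effect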
Target sequence (P51684 whole entry, looked up): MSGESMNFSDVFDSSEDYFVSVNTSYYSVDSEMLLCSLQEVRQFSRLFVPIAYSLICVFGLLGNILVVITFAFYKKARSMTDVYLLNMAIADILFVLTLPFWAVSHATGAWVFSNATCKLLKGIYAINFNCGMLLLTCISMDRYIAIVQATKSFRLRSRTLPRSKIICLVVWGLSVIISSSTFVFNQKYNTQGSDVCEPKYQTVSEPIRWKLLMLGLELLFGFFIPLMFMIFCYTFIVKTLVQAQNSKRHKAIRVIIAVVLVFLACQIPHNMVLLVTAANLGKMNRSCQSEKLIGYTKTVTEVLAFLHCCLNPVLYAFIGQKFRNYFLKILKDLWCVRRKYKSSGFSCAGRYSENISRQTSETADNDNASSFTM
A3A deaminase = APOBEC3A ssDNA deaminase inhibitors, primary screen, selectivity assay for APOBEC3G inhibitor project, biochemical, FAM/TAMRA oligo cleavage fluorescence; recombinant A3A, FAM/TAMRA ssDNA deamination fluorescence; AID 493011, 2011; inhibition, % at 20 µM; 330,000 tested, 0.41% active; DNA dC->dU-editing enzyme APOBEC-3A (Homo sapiens), P31941;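 active means at least 40% inhibition at 20 µM here, with at most 30% in a related deaminase screen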;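 further: plate controls were A3A with DMSO for no effect and wells lacking A3A enzyme for full effect; some results filed as inactive read as strong as hits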
Target sequence (P31941 whole entry, looked up): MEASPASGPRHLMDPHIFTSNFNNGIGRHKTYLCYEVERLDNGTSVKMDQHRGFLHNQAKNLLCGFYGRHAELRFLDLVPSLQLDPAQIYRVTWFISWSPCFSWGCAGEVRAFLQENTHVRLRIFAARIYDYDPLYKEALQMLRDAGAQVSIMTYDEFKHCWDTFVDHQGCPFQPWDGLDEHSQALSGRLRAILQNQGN
MPTP block = mitochondrial permeability transition pore inhibitors, primary screen, biochemical, isolated mouse mitochondria, absorbance. 360,000 tested, 1.4% active. Ca2+ swelling absorbance, 30 min. inhibition, % at 10 µM;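 active means inhibition of 50% or more, scaled per plate between neutral and stimulator controls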;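 further: 0% = DMSO wells given calcium and 100% = 1 mM EGTA wells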
Active calls of the source: *; / = not tested or not shown. Not a hit list, and some 5.8% of all compounds hit somewhere here.

compound	CXCR6 inh	EBI2 antag	Gli-Sufu antag	NR3A LBD binder	APOBEC3G inh	CCR6 antagonist	A3A deaminase	MPTP block
Cc1ccc(N2CC(C(=O)N3CCN(c4ccccn4)CC3)CC2=O)cc1 (stereo not given)	-4	-9	16	3	/	-3	/	1.2
CCOC(=O)C[C@H]1c2ccc(C(F)(F)F)cc2S(=O)(=O)N1C(C)(C)C	-1	1	8	-1	-11	14	-5	-0.1
CC(NCC(O)COc1ccc2ccccc2c1)c1ccccc1 (stereo not given)	-10	46*	23	-2	-9	1	-1	1.5
COc1cc2c(cc1OC)CN(C(=O)COc1ccccc1C#N)CC2	3	2	3	3	-3	12	-1	-0.1
CS(=O)(=O)c1ccc(C(=O)OCC(=O)NNC(=O)COc2ccc(Cl)cc2)cc1	0	-4	-1	1	-6	5	-1	-1.0
CCCCCCCCS(=O)C1CS(=O)(=O)CC1O (stereo not given)	14	-17	3	0	-8	-5	-1	1.4
CNC(=S)Nc1sc2c(c1C(=O)OC)CCC2	3	-7	12	1	4	1	-8	0.5
O=C(O)C(=Cc1cc2c(cc1[N+](=O)[O-])OCO2)c1cc2c(cc1Br)OCO2	-1	-3	-8	-1	/	-18	/	-0.2
CC(C)Oc1ccc(S(=O)(=O)N2CCOCC2)cc1NC(=O)CN1C(=O)NC2(CCCC2)C1=O	5	-5	0	1	-1	12	0	-0.1
Nc1ccc2c(c1)C(=O)C(=O)c1ccccc1-2	27	-19	19	4	16	71*	6	2.7
Cc1cc(C)n(CC(=O)N2CCc3ccccc32)c(=O)c1C#N	1	-2	-5	0	8	-10	-3	-0.6
CCCCNc1c(-c2ccc(-c3cccc(Cl)c3)cc2)nc2ccc(Cl)cn12	-1	28	-5	-8	14	7	2	14
CCCCN1C(=O)C(O)(c2ccccc2)c2cc(Br)ccc21 (stereo not given)	-1	0	11	-1	-5	3	-2	1.2
COc1ccc(CN(C(=O)c2cccs2)c2ccccc2)cc1	6	-7	-16	-5	0	-3	2	-0.9
O=C1CCN(S(=O)(=O)c2ccc(Cl)cc2)CC1	-4	-3	13	-1	3	-9	3	-0.7
O=C(Oc1ccc(F)cc1)c1cccnc1	-9	2	6	0	-6	-4	1	0.7
CC(=O)c1cccc(NC(=O)COc2ccc3oc(=O)cc(C)c3c2)c1	2	-9	0	-3	-5	-10	-4	-0.6
CC(=O)Nc1ccc(C(=O)CSc2nc3ccccc3n2CC(=O)N2CCCC2)cc1	1	1	6	-3	-8	-1	-3	-0.1
c1ccc2c(N3CCOCC3)c3c(nc2c1)CCC3	9	-11	3	1	4	5	0	-0.2
CCCCOP(=O)(c1ccc(N(C)C)cc1)C(O)c1ccc(C(C)C)cc1 (stereo not given)	6	15	5	-1	-2	19	2	0.5
Cc1scc(C(=O)N/N=C/c2ccc([N+](=O)[O-])o2)c1C	-10	1	/	/	6	/	2	-0.8
CCCN(Cc1ccccc1)S(=O)(=O)c1ccc(N2C(=O)CCC2=O)cc1	-4	5	-23	-1	0	-3	8	-2.1
COc1ccc(-c2sc(Nc3ccccc3)n[n+]2-c2ccccc2)cc1Br	6	18	11	-4	-3	16	-2	0.6
CN(C)S(=O)(=O)c1cccc(NC(=O)c2ccc(OC(F)(F)F)cc2)c1	-8	3	6	-19	-8	11	-2	29
O=C(NC1CCN(C(=O)NC2CCCCC2)CC1)c1ccco1	7	-3	5	1	-5	6	-3	0.1
CCOc1ccc(-c2nnc(N)o2)cc1	-3	-9	-9	-1	2	-3	4	-3.6
O=C(Nc1ccccc1C(=O)N1CCCCCC1)c1ccccc1Cl	10	5	1	0	1	-2	0	2.1
CC(C)c1csc(CN2CCN(Cc3ccc(F)cc3)C(CCO)C2)n1 (stereo not given)	-7	-3	/	-3	-10	7	-2	-1.1
CN(C)S(=O)(=O)c1cccc(C(=O)Nc2ccc3c(c2)CCC3)c1	0	6	-76	0	-6	-2	-1	-0.9
COc1ccc(CNC(=O)C2CC(c3ccc(F)cc3)=NO2)cc1 (stereo not given)	2	-4	3	-1	0	-11	3	5.5
Cc1nn(Cc2ccccc2)c(C)c1NC(=O)c1cccs1	4	-13	-13	-2	-5	0	1	2.0
Cc1ccc(NC(=O)CN(C)C(=O)c2ccc(NC(=O)CC3SC(N4CCCC4)=NC3=O)cc2)cc1 (stereo not given)	-2	-4	-1	1	-3	-3	-3	-0.4
O=C(c1ccc(S(=O)(=O)Nc2ccccc2F)cc1)N1CCCC1	4	-4	-2	0	-3	3	0	-2.4
CCOC(=O)N1CCN(C(=O)c2c(-c3ccccc3Cl)noc2C)CC1	-3	-7	-16	-2	-10	4	-3	0.1
COCCNC(=O)c1ccc(NC(C)=O)cc1	9	-1	-2	-1	-4	17	-2	-2.5
O=C(CC12CC3CC(CC(C3)C1)C2)Nc1nncs1	0	-5	-21	-1	-5	-3	0	0.2
O=C(NCc1ccc2c(c1)OCO2)C1CC(=O)N(C2CCCC2)C1 (stereo not given)	9	-14	4	-13	-2	7	-7	-0.4
O=C(NNC(=S)Nc1cccc(Cl)c1)c1ccccc1OC(F)F	14	12	0	0	-5	19	1	86*
COC(=O)c1cc(CNC(=O)c2ccccc2Cl)ccc1OC	7	-7	-14	-3	-2	12	2	1.0
Cc1cc(NC(=O)CC23CC4CC(C2)CC(CC(=O)Nc2cc(C)on2)(C4)C3)no1	2	11	1	0	-8	4	-6	-1.1
Cc1cc(C)cc(-n2nnc(C(=O)NCc3ccc4c(c3)OCO4)c2N)c1	-1	3	-1	-1	-1	17	0	-0.6
CN(C(=O)c1cccc(NC(=O)Cc2ccc(NC(=O)C3CCCN(C(=O)C4CCC4)C3)cc2)c1)C1CCCCC1 (stereo not given)	-2	-2	-9	0	/	4	/	0.4
Cc1ccccc1NC(=O)CN(C)S(=O)(=O)c1cccs1	0	6	-1	0	0	13	-1	-1.0
COc1ccc(OC)c(C(=O)NC(CC(N)=O)c2ccc(NCCN3CCCC3)c([N+](=O)[O-])c2)c1 (stereo not given)	10	-5	4	-2	-3	-1	3	-2.5
O=C(Nc1ccc2c(c1)OCO2)Nc1ccc2c(c1)OCO2	4	-16	-80	9	0	11	-4	1.6
O=C(Oc1ccc(-c2nnco2)cc1)c1ccc(F)c(S(=O)(=O)N2CCOCC2)c1	-2	-26	2	1	-12	-1	-2	-0.2
CCC1CCCCN1c1ccc([N+](=O)[O-])cc1/C=N/NC(=O)Cn1c2ccccc2c(=O)c2ccccc21 (stereo not given)	7	9	1	-2	-9	22	-4	1.2
COC(=O)c1ccc(N2CCOCC2)c(F)c1	-8	1	-5	0	-3	0	-1	0.3

Not a retest: three of the compounds above.
compound	CXCR6 inh	EBI2 antag	Gli-Sufu antag	NR3A LBD binder	APOBEC3G inh	CCR6 antagonist	A3A deaminase	MPTP block
O=C(Oc1ccc(-c2nnco2)cc1)c1ccc(F)c(S(=O)(=O)N2CCOCC2)c1	-2	-26	2	1	-12	-1	-2	-0.2
CCC1CCCCN1c1ccc([N+](=O)[O-])cc1/C=N/NC(=O)Cn1c2ccccc2c(=O)c2ccccc21 (stereo not given)	7	9	1	-2	-9	22	-4	1.2
COC(=O)c1ccc(N2CCOCC2)c(F)c1	-8	1	-5	0	-3	0	-1	0.3

More structures follow:
compound	CXCR6 inh	EBI2 antag	Gli-Sufu antag	NR3A LBD binder	APOBEC3G inh	CCR6 antagonist	A3A deaminase	MPTP block
N#Cc1cccc(NC(=O)COc2ccc(-n3ccnc3)cc2)c1	-6	-7	-5	1	-4	8	3	62*
FC(F)Oc1ccc(NC(=S)NCc2ccccc2)cc1	0	-4	-7	4	-5	-6	-3	79*
O=C(Cc1cccs1)N1CCN(S(=O)(=O)c2ccc(Br)cc2)CC1	-4	6	4	-2	-7	6	-4	3.7
CN1CCN(CCCNC(=O)c2ccc(NC(=O)C3=CSCCO3)cc2)CC1	4	1	1	2	-4	-9	-2	-1.5
CC(C)Oc1ccc(C(CC(=O)NCc2ccco2)c2ccccc2)cc1 (stereo not given)	12	10	2	0	-6	11	-2	-0.1
Clc1ccc2nc(N3CCCCC3)sc2c1	7	-11	-107	-2	-7	5	1	11
O=C(c1ccc(Cl)c(Cl)c1)N1CCC(O)(CN2CCOCC2)CC1	-4	27	17	-1	3	-2	1	-0.4
CN(c1cccc(NS(=O)(=O)c2cccs2)c1)S(C)(=O)=O	2	-1	1	-1	1	-1	2	0.6
CCN(CC)S(=O)(=O)c1ccc2c3c(cccc13)C(=O)N2	6	-1	7	2	-12	9	-2	1.3
Cc1cc(OCC(=O)NCC(c2ccc(F)cc2)N2CCOCC2)ccc1Cl (stereo not given)	-5	20	8	5	-8	2	-3	-1.4
O=C1/C(=C/c2ccccn2)SC(=S)N1Nc1ncc(C(F)(F)F)cc1Cl	6	-1	1	-5	/	9	/	-2.0
CCOc1ccc(C(=O)NC(C(=O)NCc2cccnc2)C(C)C)cc1 (stereo not given)	-3	9	7	-1	-6	-4	-7	-1.1
CC1(C)CC(=O)C(/C=N/c2ccccn2)=C(O)C1	6	6	2	-2	6	-1	-1	-0.5
CN(C(=O)CSc1nc2ccc([N+](=O)[O-])cc2s1)C1CCS(=O)(=O)C1 (stereo not given)	-7	1	4	-2	1	-17	6	33
CC(=O)Nc1cccc(NC(=O)c2c(-c3c(Cl)cccc3Cl)noc2C)c1	0	1	-7	1	2	-5	1	1.1
CC1(c2ccccc2)NC(=O)N(CC(=O)N2CC(=O)Nc3ccccc32)C1=O (stereo not given)	-1	6	-1	3	-1	3	3	-1.9
CCN1CCCCC(=N/O)/C(=N/O)CCCC1	8	0	8	-2	-9	8	-2	-0.1
CC(C)C(OC(=O)c1cc2sccc2n1C)C(=O)NCC1CCCO1 (stereo not given)	-2	-1	1	-3	-1	4	0	0.1
CCCc1nn(C)c2c1C(c1ccncc1)C(C#N)=C(N)O2 (stereo not given)	3	11	8	-4	-2	23	-1	-0.2
Cc1nnc2sc(SCc3ccc(Br)cc3)nn2c1=O	0	8	-6	1	-4	6	-6	-1.1
O=C1CC(c2ccco2)Cc2nc(N3CCc4ccccc4C3)ncc21 (stereo not given)	44*	4	2	1	3	29	4	0.1
O=C(NCc1ccccc1)N1CCOc2ccccc21	-4	-2	-1	-1	-5	-11	-3	0.5
Cc1cc(C(=O)Nc2cccc3cccnc23)ccc1[N+](=O)[O-]	0	2	-13	-3	-4	-2	0	1.1
COc1ccc2[nH]c(=O)c(-c3noc(-c4ccccc4)n3)cc2c1	-4	14	10	-1	0	2	6	0.7
Cc1ccc(C(CNS(=O)(=O)c2cc(F)ccc2F)N2CCN(C)CC2)cc1 (stereo not given)	7	8	3	2	-5	-3	-3	-1.7
O=C(NCc1ccccc1F)c1cc(=O)[nH]c2ccccc12	-1	-5	30	0	-3	12	2	-1.2
Cc1cnc(C(=O)Nc2ccc(C)c(S(=O)(=O)N(C)C)c2)cn1	-10	-15	-4	-1	-6	-3	-3	0.8
CC(C)c1ccc(/C=N/NC(=O)CCNC(=O)c2ccccc2)cc1	-7	37	-3	-2	-9	7	-3	0.5
